# Assay outcomes: PubChem, Sanford-Burnham Center for Chemical Genomics
# mouse EphA4 binding: inhibitors of EphA4 binding to KYL peptide, primary screen, biochemical, colorimetric, mouse EphA4 (AID 689) | EphA4-AP binding to KYL peptide, pNPP A405; higher % means a stronger effect | 62,000 tested, 0.1% active | inhibition, % at 10 µM, or IC50 in µM where a hit was titrated; in the data active = a potency from the dose series; inactive = the rest, 99 in 100 with inhibition below about 22%
# Active calls of the source: *; & = joins results of further samples. Not all compounds are listed (hit frequency here may not be typical).
canonical_smiles | mouse EphA4 binding
COC(=O)c1nonc1NCn1nnc2ccccc21 | -7.4%
O=C(NCCCO)C(=O)NCc1ccc(Cl)cc1 | -4.3%
O=C(COc1ccc(S(=O)(=O)N2CCCCC2)cc1)NCc1cccnc1 | -32.0%
CCOc1ccc(NC(=O)CN(c2ccc(C)cc2)S(=O)(=O)c2ccc(OCC)cc2)cc1 | -15.0%
CCn1c(SCC(=O)Nc2nc3c(s2)CCCC3)nnc1-c1ccccc1 | 6.3%
O=C(Nc1nc2ccccc2s1)c1cc2c(s1)-c1ccccc1OC2 | -47.7%
CC(=O)c1ccc(-n2nncc2C)cc1 | -2.6%
CCOc1ccc(N2CC(C(=O)OCC(=O)NCc3ccccc3)CC2=O)cc1 (centres undefined) | -6.0%
Cc1csc2nc(CCNS(=O)(=O)c3ccc4c(c3)OCCO4)cn12 | 1.8%
O=C(CCCN1C(=O)c2ccccc2C1=O)N1CCc2ccccc2C1 | -7.5%
C=CCn1c2ccccc2c2nnc(SCC(=O)Nc3cc(C)on3)nc21 | 1.0%&-3.2%
Cc1c(O)c(CN2CCCC2)cc2c3c(c(=O)oc12)CCC3 | -13.9%
O=c1cc(N2CCCCC2)c(-c2ccccc2)nn1Cc1c(Cl)cccc1Cl | -1.4%
COc1ccc(C(=O)NCCC2=CCCCC2)cc1OC | -1.3%
COc1ccc(CN2CCCCC2C(=O)Nc2ccc(OC)c(OC)c2)cc1OC (centres undefined) | -13.5%

# 3 entries out of the list, ordered by molecular weight, highest first.
canonical_smiles | mouse EphA4 binding
O=c1cc(N2CCCCC2)c(-c2ccccc2)nn1Cc1c(Cl)cccc1Cl | -1.4%
CCn1c(SCC(=O)Nc2nc3c(s2)CCCC3)nnc1-c1ccccc1 | 6.3%
CC(=O)c1ccc(-n2nncc2C)cc1 | -2.6%

# The list goes on.
canonical_smiles | mouse EphA4 binding
NC(=O)[C@H](Cc1cc2ccccc2s1)NC(=O)[C@@H]1CC2(CC(c3cccc(NC(=O)[C@@H]4CCC(=O)N4)c3)=NO2)CN1C(=O)c1ccccc1 (some centres undefined) | -14.5%
Cc1cc(C)c(NC(=O)C(C)Sc2nc3ccccc3s2)c(C)c1 (centres undefined) | -4.1%
COc1ccc(CC(=O)c2ccc(OC)c(OC)c2)cc1OC | -11.8%
COC(=O)[C@H](CCSC)NC(=O)Nc1ccc(OC)c(Cl)c1 | -2.8%
CCOc1ccc(-c2nnc(NC(=O)Nc3ccc(Cl)c(Cl)c3)s2)cc1 | 5.4%
Cc1cc(C)n(-c2nnc(C)n2/N=C/c2ccccc2OCc2ccccc2Cl)n1 | -6.6%
Cc1cccc(N2CC(O)=C(c3nc4ccccc4n3C)C2=N)c1 | 3.2%
COc1ccc([C@H]2[C@H](C(=O)C(C)(C)C)N3N=Cc4ccccc4C3[C@]23N=C(c2ccccc2)OC3=O)cc1 (some centres undefined) | 6.2%
CCOC(=O)CNC(=O)CSc1nnc(SCC(=O)NCC(=O)OCC)s1 | -7.9%
COc1ccc(OC)c(N(CC(=O)Nc2ccccc2Br)S(C)(=O)=O)c1 | -5.0%
NS(=O)(=O)c1ccc(CCNC(=O)Nc2cccc(Cl)c2)cc1 | 10.9%
C#CCOC(=O)CCCC(=O)Nc1ccccc1OC | -1.0%
CCN(CC)c1ccc(NC(=O)/C=C/c2cc(Br)ccc2OC)cc1 | 6.9%&1.0%
COc1cccc(-n2nnc3c(=O)n(CC(=O)N4CCCCC4)cnc32)c1 | -9.8%
COc1ccc(N2CC(C(=O)Nc3ccc(N4CCOCC4)cc3)CC2=O)cc1 (centres undefined) | -6.1%
CCN1CCCC(NC(=O)c2scc3c2CCCC3)C1 (centres undefined) | -6.7%
CCCSc1nc(-c2ccccc2)cc(C(F)(F)F)c1C#N | -9.1%
O=C(NC(=S)Nc1ccc(Cc2ccncc2)cc1)c1ccccc1 | 6.2%
CC(NC(=O)c1ccc(N2CCCC2=O)cc1)c1ccccc1 (centres undefined) | -12.2%
Cc1ccc(C(=O)N/C(=C\c2sccc2C)C(=O)NCc2ccco2)cc1 | -6.7%&-11.8%
Cc1nc2cc(-c3cccc(F)c3)nn2c(C)c1Cl | 1.0%
Cc1cc2n(n1)C(c1sccc1C)Nc1c(C)cccc1-2 (centres undefined) | -14.2%
Cc1cc(NC(=O)CCC(=O)N(c2ccc(F)cc2)C(C(=O)NC2CCCC2)c2ccncc2)no1 (centres undefined) | 0.4%
Cc1cccc(N2CCN(C(=O)c3ccc(CS(=O)(=O)c4ccccc4C)o3)CC2C)c1 (centres undefined) | -11.8%
CC(C)c1nnc(NC(=O)CC(=O)Nc2ccccc2C(=O)O)s1 | 3.5%
CN1C(=O)CC(N2CCN(CCN=CC3=C(O)CC(C)(C)CC3=O)CC2)C1=O (centres undefined) | -3.9%
O=S(=O)(c1cccc(S(=O)(=O)N2CCC(n3nnc4ccccc43)CC2)c1)N1CCCCC1 | 0.6%
COC(=O)c1cc(Br)c(=O)n(-c2ccccn2)c1 | -11.4%
CCNC(=O)CSc1nnc(C2CC2)n1-c1ccccc1 | -4.8%
CCOc1ccccc1C(=O)NCC(=O)OCC(=O)c1ccc2c(c1)OCCO2 | 0.5%
Cc1nonc1NCn1nnc2ccccc21 | -7.2%
Cc1ccc(/C(N)=N/OC(=O)CCc2ccccc2)cc1 | -8.1%
COc1ccc(NS(=O)(=O)c2ccc(NS(C)(=O)=O)cc2)cc1 | -14.1%
N#C/C(=C\c1c(N2CCOCC2)nc2ccccn2c1=O)S(=O)(=O)c1ccccc1 | -4.4%
Cn1c(CNC(=O)c2ccc(Cl)cc2)nnc1SCC(=O)Nc1sc2c(c1C#N)CCCC2 | -31.6%
CCOC(=O)c1cnc2ccc(C)cc2c1Sc1ccc(F)cc1 | 5.1%
CCCCn1c(N)c(N(CCC(C)C)C(=O)CSc2nnc(C)s2)c(=O)[nH]c1=O | -7.1%
O=C(c1nnc(-c2ccncc2)o1)c1ccccc1Cl | 2.1%
CC(=O)N1CCc2cc(S(=O)(=O)NCCCOC(C)C)ccc21 | 2.2%
Cc1ccc2cc3c(NC(=O)c4cccnc4)nn(C)c3nc2c1 | 14.3%
CCCc1cc(=O)[nH]c(SCC(=O)c2ccc(S(=O)(=O)N3CCCC3)cc2)n1 | -4.0%
Nc1nnc(SCC(=O)N2CCN(c3ccccc3)CC2)s1 | -1.4%
Cc1ccc(-c2ccc(CCC(=O)O)o2)cc1 | -15.8%
CNC(=S)NC1CC2CCC(C1)N2Cc1ccccc1 (centres undefined) | -13.0%
COC(=O)c1ccccc1NC(=O)CSCC(=O)Nc1ccccc1 | -13.5%
COCCn1c(CN2CCN(c3cccc(Cl)c3)CC2)nc2c1c(=O)n(C)c(=O)n2C | 6.4%
COc1ccc(S(=O)(=O)Cc2ccc(C(=O)NCc3ccc(F)cc3)o2)cc1 | 1.8%
O=C(/C=C/c1ccccc1F)c1ccoc1 | 0.8%
O=S(=O)(NCc1cc(-c2ccccc2Cl)no1)c1ccc(Cl)cc1 | -23.1%
COc1ccc(Cl)cc1-n1c(=S)sc2c(=O)[nH]c(SCC(=O)NCC3CCCO3)nc21 (centres undefined) | 7.1%
COc1cc(/C=N/NC(=O)CCc2c(C)n[nH]c2C)cc(OC)c1OC | -13.6%
O=C(CC1CCCCC1)OCn1nnc2ccccc2c1=O | -2.4%
COc1ccc(-n2c(C)n[nH]c2=O)cc1OC | -11.6%
O=C(c1ccc(-c2ccccc2)cc1)N1CCN(C(=O)c2cccs2)CC1 | -0.9%
CC(C)CNS(=O)(=O)c1ccc(CCC(=O)Nc2ccc3c(c2)OCCO3)cc1 | -9.6%
CCOc1ccccc1Oc1coc2cc(O)ccc2c1=O | -11.1%
CNC(=O)CSc1nc(N)c2c3c(sc2n1)CCC3 | -3.0%
COc1ccc(-c2cn3ccc(C)cc3n2)cc1Br | -0.3%
CCNc1nc(NCC)nc(ON=C(C)C)n1 | -8.4%
Cc1ccc(N=Cc2nc(-c3ccco3)oc2O)cc1 | -12.4%

# (more compounds)
canonical_smiles | mouse EphA4 binding
COC(=O)c1cc(=O)c2ccc(OC)cc2o1 | -6.3%
Cn1nc(-c2ccc(Cl)cc2)c2cc(C(=O)N3CCCC3)sc21 | 2.2%
O=C(CSc1nnc(-c2cccnc2)n1Cc1ccco1)c1ccc2ccccc2c1 | 5.3%
O=C(C1COc2ccccc2O1)N1CCn2c(nc3ccccc32)C1 (centres undefined) | -12.4%
Clc1ccc(CSc2nnc(-c3ccc(Br)cc3)o2)c(Cl)c1 | 1.2%
Cc1cccc(NC(=O)c2ccc(NS(=O)(=O)c3c(C)noc3C)cc2)c1 | -1.9%
CC1NC(=O)N(C)C2NC(=O)N(C)C(c3ccccc3)C12 (centres undefined) | -12.7%
COc1ccc2cc(C(=O)N3CCOCC3)sc(=O)c2c1OC | -11.6%
COC(=O)CCC(=O)c1oc2ccc(Cl)cc2c1NC(=O)CCCN1C(=O)c2ccccc2C1=O | -0.9%
CC(C(=O)Nc1sccc1C(N)=O)N1C(=O)C2CC=CCC2C1=O (centres undefined) | 1.3%
Cc1nc(OCc2ccccc2)c2ccccc2n1 | -8.9%
Nc1nnc(COc2cccc(C(F)(F)F)c2)s1 | -7.6%
COc1ccc(OCC(=O)Nc2ccc(N3CCOCC3)cc2)cc1 | -7.4%
CC(C)NC(NC(=O)Cc1ccccc1)C(Cl)(Cl)Cl (centres undefined) | -17.8%
CN(C)c1ccc(C(C#N)(C#N)C2C(=O)c3ccccc3C2=O)cc1 | 3.3%
Cc1cc([N+](=O)[O-])nn1CC(=O)NNC(=S)Nc1ccc([N+](=O)[O-])cc1 | -5.5%
Cc1ccc(/C=C2\SC(=S)N(Cc3ccccc3)C2=O)o1 | -10.8%
COC(=O)c1c(NC(=O)CSc2nnnn2-c2ccccc2)sc2c1CCCC2 | 1.5%
C/C(=C\c1ccccc1)C(=O)n1nnc2ccccc21 | -3.3%
Cn1c(SCc2ccc(C#N)cc2)nnc1-c1cccc(Cl)c1 | -21.0%
CC(NC(=O)c1cccs1)c1ccccc1 (centres undefined) | -0.5%
Cc1ccc(CS(=O)(=O)CCC(=O)NCc2ccc3c(c2)OCO3)cc1 | -14.4%
O=C(Cn1c(O)c(/C=C2\C=Nc3ccccc32)sc1=O)Nc1ccc2c(c1)OCO2 | 9.0%
Oc1ccc(Cl)cc1/C=N/c1nccs1 | 31.3%
COc1cc(OC)cc(C(=O)NCC(=O)OC2CCOC2=O)c1 (centres undefined) | -16.6%
Cc1cc(C(=O)O)c(=O)[nH]c1C | -12.9%
CCc1ccc(OCC(=O)Nc2ccc(O)c(-c3nc4ccccc4s3)c2)cc1 | -5.7%
O=C1CC(=Nc2ccccc2)NN1c1ccccc1 | -0.1%
NNC(=O)CN1C(c2cccc(Cl)c2)=Nc2ccc(Br)cc2C1c1ccccc1 (centres undefined) | -2.4%&0.8%
COc1ccccc1NC(=O)c1ccc(NS(=O)(=O)c2c(C)noc2C)cc1 | -10.4%
Cc1ccc2c(CC(=O)Nc3ccc(N4CCN(C)CC4)cc3C)coc2c1 | -7.1%
CCN(CCO)Cc1cn[nH]c1-c1ccc(C)c(C)c1 | -3.5%
CCOC(=O)Cn1nc(C)c2c1CCCC2=O | -9.8%
CCCCNC(=O)CCCn1c(=S)[nH]c2cc3c(cc2c1=O)OCO3 | -10.8%
CCCCNC(=O)c1cc(-c2ccc(OC)c(OC)c2)on1 | -4.0%
CC(Nc1cc(N2CCCC2)ccc1[N+](=O)[O-])c1ccccc1 (centres undefined) | -15.0%
Cc1ccccc1COc1ccc(/C(O)=C2/C(=O)C(=O)N(CCCn3ccnc3)C2c2ccco2)cc1 (centres undefined) | -7.4%
COc1ccc(-n2c(Cc3cccs3)nnc2SCC(=O)Nc2ccc3c(c2)OCCO3)cc1 | -11.7%
COc1ccccc1N1CCN(S(=O)(=O)c2ccc(SC)cc2)CC1 | 2.3%
CCOC(=O)c1ccc(CNC(=O)CSc2nc(NC(=O)c3ccccc3)c3c(C)c(C)oc3n2)cc1 | -11.5%
Cc1c(C(=O)Oc2ccc(-c3cnc4ccccc4n3)cc2)cccc1[N+](=O)[O-] | -7.3%
COC(=O)C1=C(N)Oc2cc(C)n(CCCn3ccnc3)c(=O)c2C1c1ccc(Cl)cc1 (centres undefined) | -7.2%
COc1ccc(-c2noc(Cc3cccs3)n2)cc1 | -9.4%
COC(=O)c1sccc1NC(=O)c1ccc(Br)o1 | -6.0%
Cc1c(Cl)c([N+](=O)[O-])nn1CC(=O)NCc1ccco1 | -1.8%
O=C(CN1CCN(c2ccccn2)CC1)Nc1ccc(OCc2ccccc2)cc1 | -4.4%
CCOc1ccc(N2C(=O)NC(=O)/C(=C\c3ccc(OCC(=O)O)c(OC)c3)C2=O)cc1 | -0.2%
Cc1cc(C)c(S(=O)(=O)c2ccccc2)c(OC(=O)c2ccc(Cl)cc2Cl)n1 | 5.4%
CC(C)C(=O)Nc1cc2c(cc1C(=O)c1ccccc1)OCCO2 | -7.1%
Clc1ccccc1Oc1cnc2ccccc2n1 | 0.3%
Cc1ccc(C(=O)CN(C(=O)c2ccc(Cl)c(Cl)c2)N2C(=O)C3CCCCC3C2=O)cc1 (centres undefined) | -14.5%
COc1ccc(CNCC(O)COCc2cccs2)cc1 (centres undefined) | -8.9%
NC[C@@]12CCCC1C1CCC2C1 (some centres undefined) | -11.8%

# A second format for some results above:
Molecule: Cc1cc(C)c(S(=O)(=O)c2ccccc2)c(OC(=O)c2ccc(Cl)cc2Cl)n1
- mouse EphA4 binding: 5.4%

Molecule: CC(C)C(=O)Nc1cc2c(cc1C(=O)c1ccccc1)OCCO2
- mouse EphA4 binding: -7.1%

Molecule: Clc1ccccc1Oc1cnc2ccccc2n1
- mouse EphA4 binding: 0.3%

Molecule: Cc1ccc(C(=O)CN(C(=O)c2ccc(Cl)c(Cl)c2)N2C(=O)C3CCCCC3C2=O)cc1 (centres undefined)
- mouse EphA4 binding: -14.5%
